TAG inh = inhibitors of triacylglycerol accumulation, primary screen, cell-based, uHTS, fluorescence, H9c2. H9c2 cells, Nile Red lipid (TAG) fluorescence; cells loaded with 200 µM oleic acid. inhibition, % at 12.5 µM. actives 0.66% (n = 230,000);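 active = pattern-corrected inhibition of lipid staining of at least 50% with the nuclear-stain viability signal not falling by more than 50%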;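 also: 0% = DMSO wells and 100% = triacsin C control wells; some results filed as inactive read as strong as hits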
TAG inh DAPI viability = further read-out of TAG inh, marked with its call; DAPI nuclei signal change (viability), lower = more cytotoxic, %;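 whole-well DAPI fluorescence read on a plate reader as a viability signal; minus 50 percent equals half of cells still viable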
* = called active by the depositor. Some of the compounds tested; rates above refer to the full screens.

Compound | TAG inh | TAG inh DAPI viability
Cc1cccc(NC(=O)c2cc(NC(=O)c3ccco3)ccc2Cl)n1 | 11 | 2
O=C1NC(Cc2ccccc2)c2nc3ccc(F)cc3c(=O)n2-c2cc3ccccc3cc21 (stereo not given) | 41 | -30
CC1=NN(c2ccc(N)cc2)C(=O)C1 | -12 | 5
Cc1nc(COC(=O)c2c(C)nn(-c3ccccc3)c2C)cs1 | -8 | 2
S=c1[nH]nc(C2CC2)n1Cc1ccccc1 | -1 | 3
COc1ccc(NC(=O)CSc2nc(C)cs2)c([N+](=O)[O-])c1 | 4 | -1
CC1(C)Cc2c(sc3nc(C4CC4)n(N)c(=O)c23)CO1 | 3 | -3
N=c1c(S(=O)(=O)c2ccc(Cl)cc2)cc2c(=O)n3ccccc3nc2n1Cc1cccnc1 | -6 | 1
CCCCSc1nc(C(=O)O)cc(=O)[nH]1 | 1 | -3
CCN(CC)S(=O)(=O)c1cc(C(=O)Nc2cccnc2Cl)ccc1Cl | 6 | -3
COc1ccc(C2/C=C\CN(C(=O)C3CCCCC3)CC(=O)N2Cc2ccc(F)cc2)cc1 (stereo not given) | -6 | 2
CCC1(CC)C(=O)N(c2ccccc2)C(=N)N(c2ccccc2)C1=O | 13 | -13
CCc1ccccc1N(C(=O)CCC(=O)Nc1cc(C)on1)C(C(=O)NC1CCCC1)c1ccco1 (stereo not given) | 1 | 2
COc1cccc(NC(=O)c2ccc(CN3CCOCC3)cc2)c1 | -1 | -3
CC[C@]1(C(=O)OC)[C@H]2C(=O)N(C)C(=O)[C@H]2[C@H]2CN=C(SCc3ccc(C(=O)OC)cc3)N21 | 5 | -6
CC(CNCCCn1cnc2c(OCc3ccccc3)ncnc21)c1ccccc1 (stereo not given) | 6 | 8
CN(C)CCCN(C(=O)c1ccc2c(c1)CCCC2)c1nc2cc3c(cc2s1)OCO3 | 14 | 14
Cc1cccc(S(=O)(=O)Nc2ccc(-c3ccc4nncn4n3)cc2)c1 | -2 | -4
CCOC(=O)COc1cccc2c(=O)n(CC(=O)N3CCc4ccccc43)ccc12 | -13 | -2
COc1cc(NC(=O)/C=C/c2ccccc2[N+](=O)[O-])cc(OC)c1 | 8 | 8
CCOc1ccc(C(=O)Nc2sc3c(c2C(=O)OC)CC(C)(C)NC3(C)C)cc1 | 10 | 20
CCOc1ccc(C(=O)NCC(=O)Nc2ccncc2)cc1OCC | 0 | 2
O=C(COC(=O)c1ccc(CN2CCCC2=O)cc1)Nc1ccc(F)cc1 | 2 | 4
COc1ccc(C(C)=O)cc1CSCC(=O)O | 15 | -3
O=C1COc2ccc(C(=O)COC(=O)c3c(F)cccc3Cl)cc2N1 | 3 | -9
CC(C)c1ccc(NC(=O)C2(C)Cc3c(-c4ccccc4)ccnc3O2)cc1 (stereo not given) | -18 | 1
COc1ccc(-c2noc(CNC(=O)C(C)Oc3ccccc3)n2)cc1 (stereo not given) | -8 | 7
Cc1ccccc1CNC(=O)CCC(=O)N1CCOc2ccc(Cl)cc21 | -17 | -5
O=C(NCC1CCCN(Cc2cccc(C(F)(F)F)c2)C1)c1ccc(F)cc1 (stereo not given) | -5 | 5
O=C(Cn1cccn1)N1CCCC(N2CCN(c3cccc(C(F)(F)F)c3)CC2)C1 (stereo not given) | -10 | -7
O=C(COC(=O)c1cnccn1)NCc1ccc(Cl)cc1 | -1 | 12
Cc1cc(C)nc(SCc2nnc(SCC(=O)Nc3nccs3)n2Cc2ccco2)n1 | 19 | -7
CN(C)c1cccc(NC(=O)CCc2ccccc2)c1 | -7 | 17
COCC(=O)Nc1ccc(Br)c(C)c1 | 1 | -6
Cc1ccc(S(=O)(=O)NC(=O)Nc2nc(-c3ccc(F)c(F)c3)cs2)cc1 | 3 | 4
CCCc1ccc(S(=O)(=O)N/N=C(/C)c2ccc3c(c2)OCO3)cc1 | -20 | 11
C=CCn1c(SC)nnc1-c1ccc2ncccc2c1 | 1 | 4
COC(=O)c1cc(COC(=O)c2nc3nccc(C)n3n2)oc1C | -3 | 2
CC(C)N(Cc1cn(C)nc1-c1cccc(Cl)c1)Cc1nccn1C | 2 | 4
C[C@H](CO)N1C[C@H](C)[C@H](CN(C)S(=O)(=O)c2ccccc2F)OCc2cnnn2CCCC1=O | 11 | -5
CCn1nnnc1-c1ccc(OC)c(S(=O)(=O)NCCc2ccccc2)c1 | -7 | 9
CC(=O)N/C(=C\c1ccc(Cl)cc1)C(=O)O | 11 | -15
O=C(Nc1cccc2ccccc12)c1csc(COCCO)n1 | 5 | 8
CCN1C(=O)C(CC(=O)Nc2ccc(OC)cc2)N(CCN2CCOCC2)C1=S (stereo not given) | 7 | -7
CCOc1cc(C(=O)CCC(=O)OCC(=O)Nc2ccc(C)c(S(=O)(=O)N(C)C)c2)ccc1O | 18 | 3
CCOC(=O)CCSc1nnc(-c2cccnc2)n1-c1ccccc1OC | 6 | 11
COc1ccc(OCC(O)CNC(=O)c2ccccc2C(=O)O)cc1 (stereo not given) | 16 | -7
COc1ccc(N2C(=O)NC(NS(=O)(=O)c3ccc(NC(C)=O)cc3)(C(F)(F)F)C2=O)cc1 (stereo not given) | 21 | -4
Cn1c(CNC(=O)c2ccco2)nnc1SCC(=O)N1c2ccccc2Sc2ccccc21 | -17 | 3
O=C(CNC(=O)COc1ccccc1)NCc1ccccc1F | -4 | 6
Nc1cc(=O)nc2cn[nH]n12 | 13 | -2
Cc1ccccc1-c1ccc(C(=O)Nc2cccc(F)c2)o1 | -10 | 2
CC(=O)N1CCc2cc(S(=O)(=O)NCCN3CCC(C)CC3)ccc21 | -3 | 1
COc1ccc(NC(=O)CS(=O)c2ccccc2Cl)cc1 (stereo not given) | -6 | 3
CCS(=O)(=O)N1CCN(C(=O)c2cccc(OC)c2)CC1 | 25 | -4
CC(C)CNC(=O)C1(C)CCCCCN1Cc1ccccc1-c1ccccc1 (stereo not given) | -7 | 6
CCN1CCC(=NNC(=O)c2ccco2)CC1 | -14 | -2
CN1C(C(=O)NCc2cccc(C(F)(F)F)c2)CC2Cn3c(nc4cc5ccccc5cc43)C21 (stereo not given) | 5 | -1
O=[N+]([O-])c1cccc(/C=C/c2nc3ccc([N+](=O)[O-])cc3[nH]2)c1 | -8 | 9
c1ccn(-c2ccc(N3CCOCC3)cc2)c1 | -16 | 0

Single entries from above.
CCN1CCC(=NNC(=O)c2ccco2)CC1 @ TAG inh DAPI viability = -2
O=C(CNC(=O)COc1ccccc1)NCc1ccccc1F @ TAG inh DAPI viability = 6
CC(=O)N1CCc2cc(S(=O)(=O)NCCN3CCC(C)CC3)ccc21 @ TAG inh DAPI viability = 1

An excerpt of the results above, as a working copy:
Compound | TAG inh | TAG inh DAPI viability
CCc1ccccc1N(C(=O)CCC(=O)Nc1cc(C)on1)C(C(=O)NC1CCCC1)c1ccco1 (stereo not given) | 1 | 2
COc1cccc(NC(=O)c2ccc(CN3CCOCC3)cc2)c1 | -1 | -3

Other records.
Compound | TAG inh | TAG inh DAPI viability
CCc1ccccc1NC(=O)N1C2CCCC1CC(NC(C)=O)C2 (stereo not given) | -3 | 5
Cc1ccc(OCC(=O)NNC(=O)C(C)Sc2ncnc3sc(C)c(C)c23)cc1 (stereo not given) | 14 | -14
CC(C)(C)NCc1cc(Br)ccc1OC1CCCC1 | -1 | 16
O=C(Nc1ccc2[nH]ccc2c1)c1ccc(F)cc1 | -4 | 1
Cc1[nH]n(-c2cccc(Cl)c2)c(=O)c1/C=N/n1c(C)nc2ccccc2c1=O | 6 | 1
N#Cc1ccccc1OCC(=O)N1CC(=O)Nc2ccccc21 | 3 | -11
Cc1onc(-c2c(F)cccc2Cl)c1C(=O)Nc1nc2ccccc2[nH]1 | -1 | 12
O=C(CN1C(=O)CSC1=O)Nc1ccc(C(=O)O)cc1 | -3 | 5
CCOC(=O)N1CCN(C(=O)CSc2ccc(-c3cccc(OC)c3)nn2)CC1 | -15 | 5
Cc1ccc(NC(=O)O/N=C/c2cccc([N+](=O)[O-])c2)cc1 | -1 | 2
CC(C)Oc1ccc(S(=O)(=O)N2CCOCC2)cc1NC(=O)CN1C(=O)NC2(CCCC2)C1=O | 8 | -5
O=C(NN1CCOCC1)c1cccc(COc2cccc(Br)c2)c1 | 18 | -11
C=CCN1C=CC(=CC=C(C#N)C#N)C=C1 | -42 | -1
COc1cccc(CNC(=O)c2cc(S(=O)(=O)N3CCCC3)cn2C)c1 | -17 | -9
O=C(c1ccc(Br)cc1)N1CCN(Cc2ccccc2)CC1 | 2 | 0
NS(=O)(=O)c1ccc(NC(=O)COC(=O)CCCN2C(=O)c3cccc4cccc(c34)C2=O)cc1 | -2 | 3
CC(C)C(=O)Nc1cccc(N2CCN(CCCN3C(=O)C4CCCCN4C3=O)CC2)c1 (stereo not given) | -3 | 5
CN1CCN(C(=O)c2ccc(C3SCC(=O)N3Cc3ccco3)cc2)CC1 (stereo not given) | -6 | -9
O=C(COc1ccccc1)NCCc1cn2ccsc2n1 | 1 | 7
COC(=O)c1cn(Cc2ccccn2)c(=O)c2ccccc12 | -4 | -11
Cn1c(=O)c2c(nc(N3CCCCCC3)n2CC(O)COc2ccccc2)n(C)c1=O (stereo not given) | 18 | 4
C[C@@H]1CN([C@@H](C)CO)C(=O)c2cc(Br)cnc2O[C@H]1CN(C)C(=O)Nc1ccc(F)cc1 | 10 | -5
COc1ccc2c(c1)C1C=CCC1C(c1cc3c(cc1Br)OCO3)N2 (stereo not given) | 26 | 6
Cc1ccsc1CNc1ncnc2ccc(-c3c(C)noc3C)cc12 | 31 | 0
Cc1[nH]ccc(=O)c1OCc1c(Cl)cccc1Cl | 4 | 4
CCO[C@@H]1OC(C(=O)NC2CC2)=C[C@H](c2ccccc2)[C@H]1CCCO | -7 | -1
C=CCc1c(C)nc(SCc2nc3ccccc3c(=O)[nH]2)[nH]c1=O | -14 | -6
CC(C)c1ccc(CC(=O)N2CCC2(C)C(=O)Nc2cccc(C#N)c2)cc1 (stereo not given) | -9 | 1
N#Cc1ccc(C(=O)N2CCC3CC2c2cc(N4CCCCC4)ccc23)cc1 (stereo not given) | 0 | 0
COc1cccc(NC(=O)C2CCC2)c1 | -7 | 28
Cc1nc2ccccn2c1C(=O)N/N=C/c1cc(C)n(-c2ccc(Br)cc2)c1C | 0 | 11
CN(C(=O)c1ccc(NC(=O)Cc2cccc(NC(=O)C3CCCN(C(=O)CCc4ccccc4)C3)c2)cc1)C1CCCC1 (stereo not given) | -6 | -4

Molecules from the list above that have fluorine, in the order listed:
Compound | TAG inh | TAG inh DAPI viability
O=C1NC(Cc2ccccc2)c2nc3ccc(F)cc3c(=O)n2-c2cc3ccccc3cc21 (stereo not given) | 41 | -30
COc1ccc(C2/C=C\CN(C(=O)C3CCCCC3)CC(=O)N2Cc2ccc(F)cc2)cc1 (stereo not given) | -6 | 2
O=C(COC(=O)c1ccc(CN2CCCC2=O)cc1)Nc1ccc(F)cc1 | 2 | 4
O=C1COc2ccc(C(=O)COC(=O)c3c(F)cccc3Cl)cc2N1 | 3 | -9
O=C(NCC1CCCN(Cc2cccc(C(F)(F)F)c2)C1)c1ccc(F)cc1 (stereo not given) | -5 | 5
O=C(Cn1cccn1)N1CCCC(N2CCN(c3cccc(C(F)(F)F)c3)CC2)C1 (stereo not given) | -10 | -7
Cc1ccc(S(=O)(=O)NC(=O)Nc2nc(-c3ccc(F)c(F)c3)cs2)cc1 | 3 | 4
C[C@H](CO)N1C[C@H](C)[C@H](CN(C)S(=O)(=O)c2ccccc2F)OCc2cnnn2CCCC1=O | 11 | -5
COc1ccc(N2C(=O)NC(NS(=O)(=O)c3ccc(NC(C)=O)cc3)(C(F)(F)F)C2=O)cc1 (stereo not given) | 21 | -4
O=C(CNC(=O)COc1ccccc1)NCc1ccccc1F | -4 | 6
Cc1ccccc1-c1ccc(C(=O)Nc2cccc(F)c2)o1 | -10 | 2
CN1C(C(=O)NCc2cccc(C(F)(F)F)c2)CC2Cn3c(nc4cc5ccccc5cc43)C21 (stereo not given) | 5 | -1
O=C(Nc1ccc2[nH]ccc2c1)c1ccc(F)cc1 | -4 | 1
Cc1onc(-c2c(F)cccc2Cl)c1C(=O)Nc1nc2ccccc2[nH]1 | -1 | 12
C[C@@H]1CN([C@@H](C)CO)C(=O)c2cc(Br)cnc2O[C@H]1CN(C)C(=O)Nc1ccc(F)cc1 | 10 | -5

Compound activity: PubChem BioAssay, Sanford-Burnham Center for Chemical Genomics
